# Screening results deposited in PubChem by University of Kansas High Throughput Screening Laboratory.
# Pf apPOL inh: Pf-apPOL DNA polymerase inhibition. Recombinant Pf-apPOL, molecular beacon fluorescence, 1.5 h. inhibition, % at 10 µM. 210,000 tested, 0.25% active
# mHTT-CaM PPI inh: mHTT-calmodulin interaction abrogation; P42858; AlphaScreen His-mHTT/GST-CaM binding, luminescence; inhibition, % at 15 µM; 190,000 tested, 3.6% active; AID 1671202;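 also: 0% = both proteins with DMSO and 100% = one protein alone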
# An asterisk follows results filed as active; i = inactive; . = not tested or not shown; & = joins results of further samples. Rule as the data show it: active = inhibition above about 50%; inactive = the rest.
# Values run as follows: Pf apPOL inh, mHTT-CaM PPI inh
COc1ccc(NC(=O)N2CCCC(C)(C(=O)NCc3cccc(OC)c3)C2)cc1 (stereo unspecified)
→ 2, -2
CN(CC(=O)Nc1ccc(Cl)cc1)S(=O)(=O)c1ccc(Br)s1
→ -8, -5
O=C(NCC1CCN(C(=O)c2cc3ccccc3o2)CC1)c1nc2ccccc2s1
→ -22, 1
CCCCNC(=O)O[C@@H]1C[C@H]2C[C@@H]1[C@H]1CCCCN1C2=O
→ -3, -3
COC(=O)c1ccc(NC(=O)C2CC(=O)N(CCc3c[nH]c4ccc(F)cc34)C2)cc1 (stereo unspecified)
→ 2, 59*
Cc1cc(NC(=O)CSc2nncn2C)no1
→ 3, -22
COc1ccc(CNCc2ccc3c(c2)OCO3)cc1Br
→ 5, -1
O=C(Nc1cccc(Cl)c1Cl)c1cc(S(=O)(=O)NC2CCCCC2)ccc1F
→ 2, 8
CNc1nnc(SCc2csc3ccccc23)s1
→ -11, .
COCCN1CCC(N2CCCN(S(=O)(=O)c3ccc(C)cc3)CC2)C1=O (stereo unspecified)
→ -5, 2
CCn1c(C2CCN(C(=O)Nc3ccc(C)cc3)C2)nc2cccnc21 (stereo unspecified)
→ 0, -1
CC(Oc1cccc(Cl)c1)C(=O)N1CCCC1 (stereo unspecified)
→ 0, 1
Fc1ccc(N2CCN(c3nnc(SCc4cccnc4)s3)CC2)cc1
→ -23, -13
Cc1[nH]nc(SCC(=O)Nc2ccc(OC(F)(F)F)cc2)c1[N+](=O)[O-]
→ -4, 3
CC1Cc2ccccc2N1C(=O)c1cnc2n(c1=O)CCS2 (stereo unspecified)
→ -1, 3
O=C(NCC1CCCO1)C(=O)NCC1COC2(CCCC2)O1 (stereo unspecified)
→ -5, -7
O=C(NCCNC(=O)c1cnccn1)c1cnccn1
→ 1, 3
CC(c1ccccc1)N1C(=O)CCC1(C)C(=O)NC1CCCC1 (stereo unspecified)
→ -13, -5
O=C(Cc1nnc(-c2ccc3ncccc3c2)o1)Nc1cccc(Cl)c1
→ -1, -1
COc1ccc(C2C3=C(CC(C)(C)CC3=O)Nc3nc(-c4ccc(O)cc4)nn32)cc1 (stereo unspecified)
→ 2, 50*
C=CCNc1nc(-c2ccc(Cl)cc2)nc2ccccc12
→ -2, -56
O=C1N/C(=N/O)S/C1=C/c1ccc([N+](=O)[O-])cc1
→ -4, i
CC(C)N(C)CC#CC(O)(c1ccccc1)C1CCCC1 (stereo unspecified)
→ 12, -6
COc1ccc(-c2nnsc2N2C(=O)c3ccccc3C2=O)cc1
→ 4&1, .
O=C(O)CCCNC(=O)c1cc(=O)[nH]c(=O)[nH]1
→ ., -3
O=C(c1cnn2c(C(F)F)cc(-c3ccccc3)nc12)N1CCN2CCCC2C1 (stereo unspecified)
→ -5, 13
CS(=O)(=O)c1ccc2nc(NC(=O)Nc3ccccc3)sc2c1
→ -5, -4
O=C(CCCc1c[nH]c2ccccc12)N1CCc2nc3cc[nH]n3c(=O)c2C1
→ 1, 4
COc1ccccc1NC(=O)c1ccc2c(c1N)C(=O)c1ccccc1C2=O
→ 0, 40
CN1C(=O)C(CC(=O)NCc2ccccn2)Sc2ncccc21 (stereo unspecified)
→ -6, -7

# Among those listed so far, these have an NH in an aromatic ring.
# Values run as follows: Pf apPOL inh, mHTT-CaM PPI inh
COC(=O)c1ccc(NC(=O)C2CC(=O)N(CCc3c[nH]c4ccc(F)cc34)C2)cc1 (stereo unspecified)
→ 2, 59*
Cc1[nH]nc(SCC(=O)Nc2ccc(OC(F)(F)F)cc2)c1[N+](=O)[O-]
→ -4, 3
O=C(O)CCCNC(=O)c1cc(=O)[nH]c(=O)[nH]1
→ ., -3
O=C(CCCc1c[nH]c2ccccc12)N1CCc2nc3cc[nH]n3c(=O)c2C1
→ 1, 4

# Continued:
# Values run as follows: Pf apPOL inh, mHTT-CaM PPI inh
COc1ccc(NC(=O)c2ccc(C(C)C)cc2)c(OC)c1
→ -10, -11
CCCCCNC(=O)c1ccc2c(c1)nc(C)n2-c1cc(OC)ccc1OC
→ -10, 22
O=C(c1ccc(S(=O)(=O)Cc2cccc(F)c2)c([N+](=O)[O-])c1)N1CCCCCC1
→ -4, 6
CN(C(=O)C1CCCN(c2ncc(-c3cccc(F)c3)cn2)C1)C1CCCCC1 (stereo unspecified)
→ -2, 17
CC12CCC(C(=O)N3CCCC3)(c3nc4ccccc4nc31)C2(C)C (stereo unspecified)
→ -13, -1
CC(C(=O)N1CCN(c2ccccc2)CC1)C1CCN(S(=O)(=O)c2cccs2)CC1 (stereo unspecified)
→ 2, 18
Cc1ccc(C(=O)N2CCC(n3cnnc3-c3ccccc3)C2)s1 (stereo unspecified)
→ 0, 0
CCN1C(=O)C(C)(C(=O)Nc2ccc(C(=O)OC)cc2)Oc2cccnc21 (stereo unspecified)
→ -3, -3
O=C(NCc1ccccc1)C1CCN(c2cnn(Cc3ccccc3)c(=O)c2)CC1
→ -7, -7
COc1cccc(C(=O)/C=C/Nc2ccc(S(=O)(=O)Nc3cnc4ccccc4n3)cc2)c1
→ 4, -1
CC(C)CC(NC(=O)CC12CC3CC(CC(C3)C1)C2)C(=O)N1CCOCC1 (stereo unspecified)
→ -3, 9
Cc1c(NC(=O)c2csc3c2CCCC3)c(=O)n(-c2ccccc2)n1C
→ 0, 3
CN(C(=O)Cn1cnc2c(-c3ccc(F)cc3)csc2c1=O)c1ccccc1
→ -9, -1
O=C(Nc1nnc(C2CCCCC2)s1)c1ccc2c(c1)OCO2
→ -16, 1
Cn1c(/C=C/c2ccc([N+](=O)[O-])o2)nc2ccccc2c1=O
→ -4, 3
COc1ccccc1NC(=O)C1CCCN(C(=O)c2ccc(Cl)cc2)C1 (stereo unspecified)
→ 4, 27
Cc1nn(C)cc1C(=O)N(C)C1CCN(C)CC1
→ -9, -8
Cc1ccc(-c2cc(C(F)(F)F)n3ncc(C(=O)N4CCCCC4)c3n2)cc1
→ -2, 2
COc1cc(/C=C2/NC(=O)NC2=O)c([N+](=O)[O-])cc1OC
→ -3, 1
CSc1nnc(-c2ccccc2)c(=O)[nH]1
→ -28, 0
O=C(c1ccoc1)N1CCCC1c1nc(-c2ccc(F)cc2F)no1 (stereo unspecified)
→ 1, -3
Cc1noc(C)c1C1CCCN1C(=O)c1ccn(C)n1 (stereo unspecified)
→ 4, -3
COc1ccc(C(=O)N2CCN(c3ccc([N+](=O)[O-])c(N4CCOCC4)c3)CC2)cc1
→ -5, 23
COc1cccc(NC(=O)COc2ccc(Br)c(C)c2)c1
→ 3, -16
O=C(c1cccc(N2C(=O)CCC2=O)c1)N(Cc1ccco1)c1nc2ccc(F)cc2s1
→ 2, 14
Cc1cccc(NC(=O)Cn2c(=O)n(C3CCCCC3)c3ncccc32)c1
→ 0, 2
CCC(=O)NCCc1csc(C2CCCN(C(=O)COC)C2)n1 (stereo unspecified)
→ -3, -2
O=C1c2ccccc2C(=O)N1CC1c2ccccc2CCN1S(=O)(=O)c1ccccc1 (stereo unspecified)
→ -9, -2
CN1CCOc2ccc(NC(=O)c3ccccc3Br)cc2C1=O
→ -4, -3
O=C(Nc1ccccc1)C1CCN(c2cc(N3CCSCC3)ncn2)CC1
→ -1, -3

# Compounds shown so far that contain a nitro group on carbon (six):
# Values run as follows: Pf apPOL inh, mHTT-CaM PPI inh
Cc1[nH]nc(SCC(=O)Nc2ccc(OC(F)(F)F)cc2)c1[N+](=O)[O-]
→ -4, 3
O=C1N/C(=N/O)S/C1=C/c1ccc([N+](=O)[O-])cc1
→ -4, i
O=C(c1ccc(S(=O)(=O)Cc2cccc(F)c2)c([N+](=O)[O-])c1)N1CCCCCC1
→ -4, 6
Cn1c(/C=C/c2ccc([N+](=O)[O-])o2)nc2ccccc2c1=O
→ -4, 3
COc1cc(/C=C2/NC(=O)NC2=O)c([N+](=O)[O-])cc1OC
→ -3, 1
COc1ccc(C(=O)N2CCN(c3ccc([N+](=O)[O-])c(N4CCOCC4)c3)CC2)cc1
→ -5, 23

# (more compounds)
# Values run as follows: Pf apPOL inh, mHTT-CaM PPI inh
COc1ccc(CNC(=O)C2CCc3sc(C(=O)N4CCCC4)cc3C2)cc1 (stereo unspecified)
→ -6, 4
Cc1ccc(Sc2c(C)nn(S(=O)(=O)c3ccccc3[N+](=O)[O-])c2C)cc1
→ 1, 50*
O=c1cc(Cl)sn1Cc1ccccc1
→ 3, 10
CC(=O)Nc1ncc(CN2CCN(C(c3ccccc3)c3ccccc3)CC2)s1
→ -2, 16
CCc1c(C(=O)O)nnn1-c1ccc(OC)cc1
→ -7, -1
O=C(NC(c1ccccc1)c1ccccc1)c1cccs1
→ 9, -2
Cc1cc(C)n(S(=O)(=O)c2cc(Cl)ccc2Cl)n1
→ 1, -22
COc1cccc(COC2CCCN(C(=O)Nc3ccccc3)C2)c1 (stereo unspecified)
→ 2, -4
O=[N+]([O-])c1ccc(S(=O)(=O)c2ccccc2)nc1S(=O)(=O)c1ccccc1
→ -19, .
C=Cc1ccc(CSc2nc3c(c(=O)[nH]2)CN(Cc2ccccc2)CC3)cc1
→ -5, 4
CCN1C(=O)C(C)(C(=O)NCc2ccc(OC)cc2OC)Oc2cccnc21 (stereo unspecified)
→ -1, -3
Cc1cc(C2CCCN2C(=O)Cc2ccccc2Cl)on1 (stereo unspecified)
→ 6, -1
CSc1ccc(CNC(=O)c2cccc(C3CCCN(C(=O)NC(C)C)C3)c2)cc1 (stereo unspecified)
→ -2, 9
O=C(NC1CCCCCC1)c1csc(-c2ccncc2)n1
→ 1, -3
Cc1cn(C(=O)c2snnc2C)nc1-c1cccs1
→ 2, .
CC1CCc2c(sc(NC(=O)c3cnn4c(C(F)(F)F)cc(-c5ccco5)nc34)c2C#N)C1 (stereo unspecified)
→ -1, 4
COc1ccccc1NC(=O)C1CCN(c2c(C#N)cnc3ccc(C)cc23)CC1
→ 6, -7
COc1cc(C(=O)NCC(c2cccs2)N2CCc3ccccc32)cc(OC)c1OC (stereo unspecified)
→ 3, 42
COc1ccc(-c2coc3c4c(ccc3c2=O)OCN(CC(C)C)C4)cc1
→ -6, -4
CC(C)N1CC=C2C(C#N)=C(N)C(C#N)(C#N)C(c3ccccc3)C2C1 (stereo unspecified)
→ -1, 4
Cc1ccc(-c2cc(C(=O)N3CCOCC3)c3ccccc3n2)c(C)c1
→ -1, 7
O=C(c1ccc2c(c1)OCO2)N1CCCC1c1ccc(F)cc1 (stereo unspecified)
→ -1, -7
O=C(c1cc(-c2ccccc2F)no1)N1CCCC1c1ccc(F)cc1 (stereo unspecified)
→ -1, -20
CC(C)(C)CC(=O)N1CCC(CCOc2ccccc2)CC1
→ 1, -1
CS(=O)(=O)c1cccc2sc(N3CCN(C(=O)c4cc5ccccc5o4)CC3)nc12
→ -12, 1
CC1(C)CC2CC(C)(CN2C(=O)C2CCN(CC3CC=CCC3)CC2)C1 (stereo unspecified)
→ -2, 6
Cc1c(CC(=O)NNS(=O)(=O)c2ccccc2C(F)(F)F)sc2ccc(Cl)cc12
→ -19, .
CSc1ccccc1C(=O)NC(C)c1ccc(Br)cc1 (stereo unspecified)
→ -3, 4
Cc1ccccc1C1Nc2ccc3ncccc3c2C2=C1C(=O)CCC2 (stereo unspecified)
→ 3, 16
O=C(NCCO)c1c(O)c2cccc3c2n(c1=O)CC3
→ -6, -6

# Values run as follows: Pf apPOL inh, mHTT-CaM PPI inh
COc1ccc(CNC(=O)CCN2C(=O)c3cccnc3C2=O)cc1
→ -34, 7
CC(=O)Nc1cccc(N2CC(C(=O)Nc3ccc(C)cc3Br)CC2=O)c1 (stereo unspecified)
→ -1, 6
Cc1cccc(-c2cc(=O)c3cc(N)ccc3o2)c1
→ -5, -1
COc1ccccc1C(=O)N1CCN(C/C=C/c2ccccc2)CC1
→ -1, 24
N#CC1=C(N)Oc2n[nH]c(-c3ccccc3)c2C12c1ccccc1-c1ccccc12
→ -2, 90*
Cc1ccc(-n2nc(C)c3sc(N4CCCC(C(=O)NCc5cccnc5)C4)nc32)cc1 (stereo unspecified)
→ 2, 14
O=C(O)C1CC(=O)N(C2CCCCCCC2)C1 (stereo unspecified)
→ 11, -3
CN(C)CCCn1c(-c2ccc(Cl)cc2)csc1=Nc1ccccc1
→ -1, 89*
Cc1ccc(CNC(=O)Cc2cn(C)c3ccccc23)cc1
→ -2, 20
CCOc1c(Br)cc(/C=C(\C#N)c2nc3ncc(Br)cc3[nH]2)cc1OC
→ -2, 19
O=C1CSC(c2ccc3c(c2)OCO3)N1c1ccc(F)cc1Cl (stereo unspecified)
→ -3, 7
O=C(c1cccs1)N1CCN(C(=O)C2CCCCC2)CC1
→ -8, .
Cc1cc(C)cc(N(CC(=O)Nc2ccc(F)c(Cl)c2)S(C)(=O)=O)c1
→ -1, 56*
O=C(CN1CCCCC1c1nc(-c2cccc(F)c2)no1)NCc1ccccc1 (stereo unspecified)
→ 0, -5
Cn1c(=O)c(=O)n(C)c2cc(S(=O)(=O)N3CCC(N4CCCCC4)CC3)ccc21
→ -2, 0
CC1CC(C)CN(S(=O)(=O)c2ccc(Cl)cc2)C1 (stereo unspecified)
→ -1, -23
Cc1ccccc1Cc1c(C)nc2c(C(=O)NC(C)C)cnn2c1C
→ -13, 71*
CN1CCCn2nc(C3CCN(C(=O)c4cccc(C(F)(F)F)c4)CC3)cc2C1=O
→ -3, 3
Nc1nc(-c2cccnc2)nc2ccccc12
→ ., -1

# The order is random; about 3.5% have a hit in one of these screens.
